Compound activity (PubChem BioAssay)
VIM-2 inhibitor – blocks Pseudomonas aeruginosa VIM-2 metallo-beta-lactamase; purified VIM-2, nitrocefin hydrolysis, epi-absorbance fluorescence; inhibition, % at 5.6 µM; 290,000 compounds, 0.89% hits; AID 1527;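 active = inhibition above the mean of all tested compounds plus 3 SD, cutoff set per screening run, cut at about 7.5% in these data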;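 also: red hydrolysis product quenches plate fluorescence so inhibitors raise well fluorescence; 0% = enzyme with DMSO and 100% = DMSO without enzyme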
NS3 helicase inh – inhibitors of Hepatitis C virus NS3 helicase | NS3 helicase DNA unwinding, Cy5 molecular beacon fluorescence | inhibition, % at 10.9 µM | 290,000 compounds, 0.56% hits;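 active = inhibition above the mean of all tested compounds plus 3 SD, set per campaign, cut at about 35% in these data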;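 also: 0% = DMSO wells and 100% = thioflavine S control wells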
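System: Hepatitis C virus NS3 helicase domain fragment enzyme | Reagent: Annealed dual-labelled DNA beacon duplex, ATP-started | Compound dosing: 10.9 µM single point, 0.8% DMSO | Incubation: 1 h reaction at 25 °C, ATP-initiated | Technique: Cy5 fluorescence | Evaluation: Percent inhibition from t60/t0 fluorescence ratio | Benchmarks: Low DMSO, high thioflavine S at 110 µM | Replication: Singlicate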
IDE cell inh – inhibits human insulin-degrading enzyme in HEK cells. AID 434962. P14735. FAbetaB cleavage, fluorescence polarization. 320,000 compounds, 0.41% hits. inhibition, % at 5.59 µM;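 active = percent inhibition above the average of all tested compounds plus 3 SD, set per screening campaign, cut at about 16% in these data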;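 also: IDE supplied by intact live HEK cells; FP after avidin binding of uncleaved biotin substrate so inhibition keeps polarization high; 0% = DMSO wells and 100% = 60 µM reference IDE inhibitor Ii1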
IMP-1 inhibitor – blocks Pseudomonas aeruginosa IMP-1 metallo-beta-lactamase. purified IMP-1, nitrocefin hydrolysis, epi-absorbance fluorescence. inhibition, % at 5.6 µM. 290,000 compounds, 0.45% hits. AID 1556;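 active = inhibition above the mean plus 3 SD of all compounds in the same screening run, cut at about 4.5% in these data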;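 also: 0% = IMP-1 with DMSO and 100% = DMSO wells lacking enzyme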
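assay system = purified recombinant IMP-1 metallo-beta-lactamase enzyme | schedule = 15 min preincubation plus 25 min reaction at 25 °C | signal = Epi-absorbance fluorescence, 480 nm excitation, 530 nm emission | read-out basis = percent inhibition from optical density relative to buffer-blank wells | controls = IMP-1 with DMSO as 0%, enzyme-free DMSO as 100%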
DNA FID counter – displaces DNA intercalator in HCV helicase counter-screen | DNA fluorescent intercalator displacement, fluorescence | inhibition, % at 7.9 µM | 290,000 compounds, 0.17% hits | AID 1845; in the data active = inhibition above about 37%;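 also: 0% = vehicle and 100% = reference compound; higher means more ethidium bromide displaced from hairpin DNA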
UBC9 SUMO inh – blocks human SUMOylation mediated by UBC9. AID 2006. P63279. inhibition, % at 35 µM. 290,000 compounds, 0.36% hits. HTRF SUMOylation assay, SAE1/SAE2 + UBC9, in vitro; in the data active = inhibition above about 50%, passing the limit was not always enough; also: strong numbers were not always called active
M18AAP inhibitor – PfM18AAP enzyme inhibition | recombinant PfM18AAP, H-Glu-NHMec fluorogenic cleavage | inhibition, % at 7.35 µM | 290,000 compounds, 1.2% hits | AID 1822;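 active = inhibition above the campaign mean inhibition over all tested compounds plus 3 SD, cut at about 28% in these data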;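 also: 0% = plate median of test compound wells and 100% = 2 mM ZnCl2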
IDE cell activ – IDE (human) activation, cell-based | P14735 | HEK cells, FAbeta-B cleavage, fluorescence polarization; 0% vehicle, 100% cell-free pure enzyme wells | activation, % at 5.96 µM | 340,000 compounds, 0.073% hits | AID 493087;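 active = activation above the mean of all tested compounds plus 3 SD, set per screening campaign, cut at about 17% in these data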
p-CIP stab down – compounds decreasing mouse p/CIP protein stability | F442A p/CIP-EGFP cells, EGFP fluorescence, 16 h | decrease of EGFP signal, % at 10 µM | 290,000 compounds, 0.01% hits | Q05BA5;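 active = EGFP signal decrease of at least 30% at 10 µM or well 3 SD below plate mean, unless failing retest; inactive = the rest, including hits failing retest or dose response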; also: some compounds called inactive have numbers as strong as hits; many of its hits are not listed in these tables
Numbers without * were called inactive.

SMILES | VIM-2 inhibitor | NS3 helicase inh | IDE cell inh | IMP-1 inhibitor | DNA FID counter | UBC9 SUMO inh | M18AAP inhibitor | IDE cell activ | p-CIP stab down
O=c1[nH]c(/C(Cl)=C/c2c(F)cccc2Cl)nc2cc(Cl)ccc12 | 0.3 | -1 | 2 | -1.6 | -3 | -1 | -9 | 4 | -16
Cc1ccc2nc(/C(C#N)=C\c3ccc([N+](=O)[O-])o3)[nH]c2c1 | -1.6 | 11 | 11 | -3.6 | 6 | 4 | 5 | -5 | -287
COc1ccccc1/C=C/C(=O)NC(=S)N(C)C1CCCCC1 | -2.7 | 2 | -1 | -0.3 | -13 | -3 | -11 | -4 | -12
CCn1c(CCCc2ccc(OC)c(C)c2)n[nH]c1=S | -2.4 | 2 | -6 | -1.8 | -18 | 9 | 29* | -5 | -17
COc1ccc(NC2=NC(C)(CO)CS2)cc1 (stereo not given) | -1.6 | -2 | -1 | -2.1 | -3 | 40 | -10 | 6 | 7
O=C(CCn1cnc2ccccc21)N/N=C/c1ccc(O)cc1 | -0.4 | -16 | -1 | -4.2 | -2 | 13 | 4 | 0 | -20
COc1ccc(Cl)cc1NC(=O)CN1CCCC1 | 0.1 | -6 | 0 | -2.2 | 3 | 22 | 5 | 1 | -25
Cc1cc(C)n2nc(C(=O)N/N=C/c3ccccc3Cl)nc2n1 | -1.9 | -10 | 8 | -0.9 | -6 | 10 | 1 | -1 | -19
COc1cccc(C(C(=O)NC2CCCC2)N(Cc2cccnc2)C(=O)Cc2cccs2)c1 (stereo not given) | -1.8 | 2 | 6 | -1.0 | -27 | 2 | 5 | 1 | -6
CCOC(=O)C(C(=O)OCC)=C1OC(=O)c2ccccc21 | -0.9 | 0 | 5 | -4.6 | -4 | -15 | -2 | 3 | 4
COc1ccc(C2=NN(C(=O)c3cccs3)C(c3ccccc3O)C2)cc1 (stereo not given) | -1.0 | -7 | -1 | -0.2 | -6 | 56* | 10 | 4 | 2
CCc1ccc2[nH]c3nc(N/N=C/c4ccc(O)cc4O)nnc3c2c1 | -3.8 | -49 | -3 | -3.7 | 0 | 26 | 26 | 4 | -12
CCOC(=O)CC1=NS(=O)(=O)c2ccccc2N1 | 0.8 | 3 | 1 | -1.1 | -1 | 0 | -14 | -2 | 0
N#Cc1c(N)nc(SCC(=O)OCc2ccccc2)c(C#N)c1-c1ccco1 | 0.0 | 6 | 3 | -0.5 | 2 | 27 | -9 | -1 | 0
O=C1CCC(C(=O)N2CCCC(C(=O)c3ccc4c5c(cccc35)CC4)C2)=NN1 (stereo not given) | -2.3 | 4 | -1 | -2.7 | -23 | 0 | 6 | -9 | 5
C/C(=C1\SC(N2CCOCC2)=NC1=O)c1ccccc1 | 1.6 | -4 | 3 | 0.2 | -5 | 4 | -1 | 4 | -4
Cc1ccc(N2CC(c3nc4ccccc4n3C)CC2=O)cc1 (stereo not given) | -0.9 | 6 | 5 | -1.2 | -17 | 9 | 0 | 1 | -12
Cc1ccc(SCCN2CCC(O)CCC2=O)cc1 (stereo not given) | 0.0 | 8 | 2 | -0.2 | -12 | 7 | -3 | 3 | -6
CC(Nc1ncnc2ccccc12)c1ccccc1 (stereo not given) | 0.4 | -3 | 2 | -1.0 | -3 | 0 | -2 | 1 | -21
COc1cc(CC(=O)Nc2ccccc2N2CCCCC2)cc(OC)c1OC | -1.0 | -18 | 1 | -2.2 | -38 | 7 | -2 | 5 | -14
COc1ccc(C(C[N+](=O)[O-])n2nc(C)cc2C)cc1 (stereo not given) | -2.1 | 7 | 2 | -2.6 | 3 | 10 | 17 | -8 | 3
CNC(=O)c1cc2c(-c3ccccc3)nn(C)c2s1 | 1.2 | 3 | 9 | -3.1 | -16 | 31 | -4 | 2 | -10
Cn1cccc1/C=N/NC(=O)c1cc(-c2cccs2)nc2ccccc12 | -4.0 | -1 | 5 | -0.9 | -6 | 14 | 1 | 1 | 0
Cc1ccccc1NC(=S)NC(NC(=O)COc1ccccc1)C(Cl)(Cl)Cl (stereo not given) | -0.9 | 9 | 5 | -1.3 | -7 | 39 | 7 | -3 | -7
O=[N+]([O-])c1cccnc1N1CCCCC1 | -3.4 | 8 | -2 | -2.2 | 0 | 28 | 2 | 2 | 0
CCOC(=O)N1CCN(C(=O)/C=C/c2ccc(C(C)(C)C)cc2)CC1 | -3.3 | 7 | 2 | -2.8 | -42 | 8 | -6 | 3 | -14
COc1ccc(N2CCN(Cc3cc(OC)c(O)c([N+](=O)[O-])c3)CC2)cc1 | -3.5 | 8 | 3 | -1.4 | 3 | 13 | 0 | 4 | -7
CCOc1cc(/C=C(\C#N)c2nc3ccccc3[nH]2)ccc1OC(C)C(=O)O (stereo not given) | -1.9 | 12 | 4 | -3.5 | -22 | 5 | 5 | 7 | -7
O=C(c1cc2c(s1)CCCCC2)N1CCN(c2ncccn2)CC1 | -1.5 | 5 | 0 | -1.5 | -37 | -1 | 0 | 6 | -3
Cc1ccc(S(=O)(=O)c2c(COC(=O)c3cccc(Cl)c3)c(-c3ccccc3)nn2C)cc1 | -1.4 | 1 | 1 | -1.8 | -3 | -7 | 1 | 2 | 1
CCN1C(=O)[C@H]2[C@@H](c3ccc(Cl)cc3)N3C(=O)CN(Cc4ccccc4)C(=O)[C@@]3(C)[C@H]2C1=O | -0.6 | 14 | 0 | 1.3 | -22 | 6 | -4 | 0 | 0
CCOC(=O)c1nc(Nc2ccc(N3CCOCC3)cc2)c2ccccc2n1 | -2.4 | -4 | 6 | -5.4 | -37 | -2 | 2 | -2 | 1
CCn1cc(C(=O)N2CCN(c3ccc(OC)cc3)CC2)c(=O)c2cc(S(=O)(=O)N3CCOCC3)ccc21 | -1.3 | 1 | 7 | -1.5 | -42 | -4 | 0 | -2 | 3
CCCn1nc(NC(=O)C(C)C)c2cc3cc(OC)ccc3nc21 | -2.2 | 12 | 7 | -2.1 | -12 | -1 | -1 | 6 | 7
CCCCN(C)CCNC(=O)C1CCCN(S(=O)(=O)c2cccc3nsnc23)C1 (stereo not given) | -1.5 | -9 | 1 | -2.8 | 4 | 7 | -3 | 2 | -7
COc1ccc(N(CC(=O)NCc2ccccc2OC)S(=O)(=O)c2ccccc2[N+](=O)[O-])c(OC)c1 | -2.4 | -2 | -3 | -1.7 | -12 | 1 | -2 | 2 | 3
CCOc1cc(C2NN=C(c3ccccc3)S2)ccc1OCc1ccc(F)cc1 (stereo not given) | -5.5 | 2 | 0 | -4.2 | -1 | 0 | 9 | 3 | 3
NC(=O)C1CCN(C(=O)C(=O)c2cn(CC(=O)N3CCCC3)c3ccccc23)CC1 | -3.0 | 7 | 6 | -4.7 | -12 | 7 | 43* | 0 | -10
COc1ccccc1Nc1nc(C)c(C(=O)Nc2ccccc2)s1 | -1.9 | -10 | -9 | -2.2 | -7 | -10 | -4 | 3 | 10
NC(=O)c1ccc(NC(=O)COC(=O)c2ccc([N+](=O)[O-])cc2)cc1 | 2.4 | 0 | 0 | -0.5 | -1 | 12 | -12 | 6 | -4

10 of the compounds above, in markdown.
| SMILES | VIM-2 inhibitor | NS3 helicase inh | IDE cell inh | IMP-1 inhibitor | DNA FID counter | UBC9 SUMO inh | M18AAP inhibitor | IDE cell activ | p-CIP stab down |
| --- | --- | --- | --- | --- | --- | --- | --- | --- | --- |
| CCN1C(=O)[C@H]2[C@@H](c3ccc(Cl)cc3)N3C(=O)CN(Cc4ccccc4)C(=O)[C@@]3(C)[C@H]2C1=O | -0.6 | 14 | 0 | 1.3 | -22 | 6 | -4 | 0 | 0 |
| CCOC(=O)c1nc(Nc2ccc(N3CCOCC3)cc2)c2ccccc2n1 | -2.4 | -4 | 6 | -5.4 | -37 | -2 | 2 | -2 | 1 |
| CCn1cc(C(=O)N2CCN(c3ccc(OC)cc3)CC2)c(=O)c2cc(S(=O)(=O)N3CCOCC3)ccc21 | -1.3 | 1 | 7 | -1.5 | -42 | -4 | 0 | -2 | 3 |
| CCCn1nc(NC(=O)C(C)C)c2cc3cc(OC)ccc3nc21 | -2.2 | 12 | 7 | -2.1 | -12 | -1 | -1 | 6 | 7 |
| CCCCN(C)CCNC(=O)C1CCCN(S(=O)(=O)c2cccc3nsnc23)C1 (stereo not given) | -1.5 | -9 | 1 | -2.8 | 4 | 7 | -3 | 2 | -7 |
| COc1ccc(N(CC(=O)NCc2ccccc2OC)S(=O)(=O)c2ccccc2[N+](=O)[O-])c(OC)c1 | -2.4 | -2 | -3 | -1.7 | -12 | 1 | -2 | 2 | 3 |
| CCOc1cc(C2NN=C(c3ccccc3)S2)ccc1OCc1ccc(F)cc1 (stereo not given) | -5.5 | 2 | 0 | -4.2 | -1 | 0 | 9 | 3 | 3 |
| NC(=O)C1CCN(C(=O)C(=O)c2cn(CC(=O)N3CCCC3)c3ccccc23)CC1 | -3.0 | 7 | 6 | -4.7 | -12 | 7 | 43* | 0 | -10 |
| COc1ccccc1Nc1nc(C)c(C(=O)Nc2ccccc2)s1 | -1.9 | -10 | -9 | -2.2 | -7 | -10 | -4 | 3 | 10 |
| NC(=O)c1ccc(NC(=O)COC(=O)c2ccc([N+](=O)[O-])cc2)cc1 | 2.4 | 0 | 0 | -0.5 | -1 | 12 | -12 | 6 | -4 |

(continued)
SMILES | VIM-2 inhibitor | NS3 helicase inh | IDE cell inh | IMP-1 inhibitor | DNA FID counter | UBC9 SUMO inh | M18AAP inhibitor | IDE cell activ | p-CIP stab down
CCn1c2ccccc2c2cc(/C=N/NC(=O)c3ccccc3C)ccc21 | -4.6 | -19 | 6 | -4.2 | -4 | -6 | -4 | -2 | -1
CCOC(=O)C1CCCN(CCC(=O)Nc2cc(OC)ccc2OC)C1 (stereo not given) | -2.8 | -3 | -3 | -3.8 | 4 | 4 | -1 | 1 | -9
Fc1nc(F)c(F)c(NCCCNc2c(F)c(F)nc(F)c2F)c1F | -1.9 | 52* | -1 | -4.6 | 6 | 1 | 2 | -1 | 4
O=c1[nH]c(C2CCN(S(=O)(=O)c3ccc4c(c3)OCCO4)CC2)nc2c1nnn2Cc1c(F)cccc1Cl | -0.8 | -19 | -4 | -1.9 | -42 | 3 | -7 | -4 | -14
O=C(CSc1nnc(-c2ccncc2)n1Cc1ccccc1)Nc1nccs1 | -1.6 | -2 | 0 | -1.1 | -26 | 11 | 7 | 2 | 3
COc1cc(/C=C2\SC(N3CCc4ccccc4C3)=NC2=O)cc(OC)c1OC | -1.4 | -4 | 8 | -4.4 | -9 | 0 | 1 | -2 | 2
COc1ccc(C(=O)COC(=O)CCn2nnc(-c3cccs3)n2)cc1 | -6.4 | 21 | -4 | -2.6 | -13 | 6 | -2 | 4 | 0
CC1CCN(C(=S)c2ccc(N(C)C)cc2)CC1 | -0.2 | -5 | 0 | -0.8 | -4 | 10 | 4 | 2 | 3
Cc1cc(C(=O)Nc2ccccn2)no1 | -3.8 | 3 | 3 | -0.3 | 2 | 4 | -4 | 4 | 6
CCn1ncc(C2=NOC(C(=O)N3CCN(c4ccccc4)CC3)C2)c1C (stereo not given) | -4.8 | 9 | 7 | -4.0 | -30 | -19 | 1 | -2 | 12
